EWS-Fli inh: inhibitors of EWS/Fli oncoprotein transcriptional activity; 0.67% of 350,000 active; A673 NR0B1-luciferase reporter, viability-normalised; inhibition, % at 12.6 µM; AID 651661;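 active = mean inhibition of at least 50% after viability correction, with every replicate also passing that limit; inconclusive = mean reaches 50% but only one of two replicates passes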;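 note: firefly luciferase signal divided by Alamar Blue viability fluorescence both relative to DMSO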
LGR2 antag: Drosophila LGR2 receptor signaling inhibition | HEK293 LGR2, CRE-luciferase, bursicon-stimulated, 4 h | inhibition, % at 9.99 µM | AID 720647 | 0.35% of 380,000 active;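 active = drop in luminescence signal, shown as inhibition above about 50% in the replicate tests, limit read from the data, passing the limit was not always enough; inconclusive = probably only some replicates passing the limit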;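 note: agonist challenge used bursicon conditioned medium at about half maximal strength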
SIRT5 inh: blocks human SIRT5 desuccinylation of peptide; Purified SirT5, succinyl-peptide AMC, trypsin-coupled fluorescence; inhibition, % at 15 µM; 1.1% of 330,000 active; AID 652115; in the data active = inhibition above about 15%; inconclusive = no clear call, values can overlap the other calls
Target sequence (Q9NXA8 whole entry, looked up): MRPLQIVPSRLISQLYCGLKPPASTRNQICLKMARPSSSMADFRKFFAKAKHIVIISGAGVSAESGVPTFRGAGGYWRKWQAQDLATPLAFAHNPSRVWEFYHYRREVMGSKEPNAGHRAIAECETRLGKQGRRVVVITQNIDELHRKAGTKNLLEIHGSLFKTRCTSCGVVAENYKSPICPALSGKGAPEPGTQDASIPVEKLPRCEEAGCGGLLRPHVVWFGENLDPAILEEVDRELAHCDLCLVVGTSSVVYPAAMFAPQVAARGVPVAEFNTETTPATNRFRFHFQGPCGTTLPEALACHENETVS
DENV2 CPE rescue: inhibitors of DENV2 cytopathic effect. DENV2-infected cells, cytopathic effect rescue, plate reader. CPE inhibition, % at 9.99 µM. 1.7% of 350,000 active. AID 651640; in the data active = CPE inhibition above about 20%, passing the limit was not always enough; inconclusive = no clear call, values can overlap the other calls; tested in BHK-21 cells;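 note: 0% = median of neutral control wells and 100% = median of positive control wells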
Casp6 inh: blocks human caspase-6 cleavage activity; P55212; AID 686996; inhibition, % at 12.5 µM; purified caspase-6, Z-VEID-R110 cleavage fluorescence; 0.53% of 350,000 active;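 active = mean inhibition across replicates at least about 35%, with every replicate also reaching that limit, limit read from the data; inconclusive = only one of the two criteria met; inactive = neither criterion met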;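 note: 0% = median of neutral control wells and 100% = no fluorescence left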
Target sequence (P55212 24-179 limits assumed): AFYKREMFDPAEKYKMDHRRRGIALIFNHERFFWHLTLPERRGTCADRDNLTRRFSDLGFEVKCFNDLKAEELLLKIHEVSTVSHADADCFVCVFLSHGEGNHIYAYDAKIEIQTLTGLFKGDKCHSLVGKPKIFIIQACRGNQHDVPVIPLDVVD
Target sequence (P55212 194-293 limits assumed): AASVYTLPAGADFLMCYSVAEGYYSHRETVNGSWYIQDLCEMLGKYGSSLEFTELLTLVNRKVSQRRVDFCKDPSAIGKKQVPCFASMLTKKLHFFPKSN
PAX8 reporter: inhibitors of PAX8 transcriptional activity in RMG-I cells. RMG-I TPO-luciferase reporter, SteadyGlo, 24 h. inhibition, % at 12.6 µM. 1.2% of 360,000 active. AID 652154;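 active = mean replicate inhibition at least 60% with every replicate also reaching 60%; inconclusive = only one of the two criteria is met; inactive = mean below 60% and not all replicates reaching 60%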;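 note: luciferase light reporting Pax8 driven TPO promoter activity; plate controls were median of neutral control wells for no effect and mitoxantrone controls for full effect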
ARNT-TACC3 inh: disrupts binding between human ARNT and TACC3; 0.66% of 390,000 active; AlphaScreen His-ARNT PAS-B/GST-TACC3 binding, luminescence; TACC3 fragment carries E629A point mutation; inhibition, % at 9.99 µM;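 active = mean inhibition of replicates at least 50% and at least half of replicates each reaching 50%; inconclusive = half or more replicates reach 50% but mean below 50%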;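 note: 0% = complete ARNT plus TACC3 wells and 100% = ARNT alone without TACC3; many hits fall short of the cut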
* hit, by the source's call; u = inconclusive; x = no result given.

SMILES	EWS-Fli inh	LGR2 antag	SIRT5 inh	DENV2 CPE rescue	Casp6 inh	PAX8 reporter	ARNT-TACC3 inh
Cc1n[nH]c(C)c1S(=O)(=O)N1CCCC(C(=O)NCc2ccc(F)cc2)C1 (stereo not given)	4	35	-2	-4	0	18	1
CC(C)NC(=O)NCC[C@H]1CC[C@H](NC(=O)c2ccc(F)cc2)[C@@H](CO)O1	-5	-4	6	2	2	-22	3
CNC[C@H]1Oc2c(NC(=O)c3ccncc3)cccc2C(=O)N([C@@H](C)CO)C[C@@H]1C	-4	0	x	16	x	-8	x
Cc1c(C(C)NC(=O)c2ccc3nc(Cc4ccccc4F)oc3c2)cnn1C (stereo not given)	x	-16	2	7	1	-3	2
CCc1nc2c(OCc3ccc(C(F)(F)F)cc3)cccn2c1N(C)C(C)=O	-2	-6	x	-8	3	-3	x
CNC[C@H]1OCCCC[C@H](C)Oc2ccc(NS(=O)(=O)c3ccc(Cl)cc3)cc2C(=O)N([C@@H](C)CO)C[C@@H]1C	4	4	-2	u	-1	3	6
COc1ccc(S(=O)(=O)N2CCCCC2)cc1NC(=O)c1ccc(C)cc1	-1	-7	-3	1	3	-21	0
CCOC(=O)C1CCCN(C(=O)C2CCN(Cc3nc(-c4ccc(Cl)cc4)oc3C)CC2)C1 (stereo not given)	3	10	-2	-3	-7	13	-31
CCN1C(=O)[C@H]2[C@@H](c3ccc(SC4CCCCC4)c(OC)c3)N3CCCC[C@@]3(C(=O)OC)[C@H]2C1=O	5	x	x	6	-1	21	3
COc1ccc(-c2ccc3[nH]c4c(c3c2)CCN2C(=O)[C@@H]([C@H](C)O)[C@@H](N(C)C(=O)Nc3cc(Cl)cc(Cl)c3)C[C@@H]42)cc1	4	1	-5	6	0	44	x
CNC[C@@H]1Oc2cc(C#Cc3ccc(F)cc3)ccc2S(=O)(=O)N([C@H](C)CO)C[C@H]1C	11	12	-2	5	-1	33	18
COc1cc(C(=O)NCCc2ccccc2)ccc1OCC(=O)N1CCOCC1	4	6	7	13	2	-10	29
Cc1cccc(C(=O)NNC2=CC(=O)CC(C)(C)C2)c1O	-23	4	1	5	0	0	3
COc1ccc(C(=O)NCCC(=O)N2CCC3(CC2)NCCc2[nH]cnc23)cc1	x	25	-7	-5	0	-6	12
Cc1cccc(NC(=O)Cn2nc(-c3ccco3)ccc2=O)c1C	-2	-3	-2	15	6	-29	6
O=C(CCCNC(=O)/C(=C/c1ccccc1F)NC(=O)c1ccccc1)OCc1ccccc1	-3	-25	-3	-4	-2	38	-6
Cc1cccc(OCc2nnc(SCC(=O)N(c3ccccc3)C3CCS(=O)(=O)C3)o2)c1 (stereo not given)	9	14	0	2	1	12	1
C[C@@H]1CCCCO[C@@H](CN(C)S(=O)(=O)c2ccc(F)cc2)[C@H](C)CN([C@@H](C)CO)C(=O)c2cc(NS(=O)(=O)c3cccs3)ccc2O1	-3	-25	-2	2	-2	7	14
CCS(=O)(=O)N1CCC2(CC1)CN(C)[C@H](CO)c1c2c2ccc(OC)cc2n1C	5	-1	x	0	x	x	x
Cc1ccc(-c2csc3ncnc(SCC(=O)NCC4CCCO4)c23)cc1 (stereo not given)	-1	-3	-2	6	18	8	x
Cc1ccc(NC(=O)Nc2cc(C)on2)cc1	-68	-29	x	5	0	-122	-3
Cc1ccc(N(Cc2ccccc2)C(=O)c2ccc(C)c(S(=O)(=O)N3CCOCC3)c2)cc1	0	19	-1	u	9	-2	-5
CCc1nnc(NC(=O)CSC(=S)N2CCOCC2)s1	x	7	1	-6	0	3	-1
Cc1sc2nc(SCC(=O)Nc3ccc(S(=O)(=O)NCCCC(=O)O)cc3)[nH]c(=O)c2c1C	3	-19	6	-1	5	5	13
CCc1[nH]c(=S)c(C#N)c(-c2ccccc2)c1C(=O)OC	14	16	-2	-1	3	9	-2
Cc1ccc(S(=O)(=O)N/N=C(\c2ccccc2)c2cccnc2)cc1	2	5	-1	-1	-1	-14	-10
CCCn1c(N)c(C(=O)CSc2nc(N)cc(=O)[nH]2)c(=O)n(C)c1=O	3	-4	0	9	-2	-8	17
COc1cc(SC)ccc1C(=O)Nc1ccc(C)cc1C	x	-103	x	x	x	-270	-10
CCOC(=O)c1cc(OC(=O)c2cccs2)n(-c2ccccc2)n1	10	-1	4	5	1	x	-7
CCn1c(CN2CCOCC2)nnc1SCC(=O)Nc1ccccc1C	x	-5	-1	x	-1	-17	x
COCCNC(=O)C1(C)CCCN(C(=O)c2cc(C)oc2C)C1 (stereo not given)	-1	-3	x	4	-1	-2	x
Cc1ccc(CNC(=O)CN2C(=O)NC(C)(c3ccc(Cl)cc3)C2=O)cc1 (stereo not given)	2	-1	-4	-1	0	-14	-6

Molecules above with an aryl methoxy group:
SMILES	EWS-Fli inh	LGR2 antag	SIRT5 inh	DENV2 CPE rescue	Casp6 inh	PAX8 reporter	ARNT-TACC3 inh
COc1ccc(S(=O)(=O)N2CCCCC2)cc1NC(=O)c1ccc(C)cc1	-1	-7	-3	1	3	-21	0
CCN1C(=O)[C@H]2[C@@H](c3ccc(SC4CCCCC4)c(OC)c3)N3CCCC[C@@]3(C(=O)OC)[C@H]2C1=O	5	x	x	6	-1	21	3
COc1ccc(-c2ccc3[nH]c4c(c3c2)CCN2C(=O)[C@@H]([C@H](C)O)[C@@H](N(C)C(=O)Nc3cc(Cl)cc(Cl)c3)C[C@@H]42)cc1	4	1	-5	6	0	44	x
COc1cc(C(=O)NCCc2ccccc2)ccc1OCC(=O)N1CCOCC1	4	6	7	13	2	-10	29
COc1ccc(C(=O)NCCC(=O)N2CCC3(CC2)NCCc2[nH]cnc23)cc1	x	25	-7	-5	0	-6	12
CCS(=O)(=O)N1CCC2(CC1)CN(C)[C@H](CO)c1c2c2ccc(OC)cc2n1C	5	-1	x	0	x	x	x
COc1cc(SC)ccc1C(=O)Nc1ccc(C)cc1C	x	-103	x	x	x	-270	-10

Source: PubChem (Broad Institute)
